Nrf2 block: blocks Nrf2 signaling; AID 504444; A549 ARE-Fluc reporter, luciferase luminescence, 18-24 h; 360,000 compounds, 2.1% hits; Potency, µM (doses to about 46 µM), for inactives: at the top dose activity change, negative = inhibition, hits mostly inhibitors; also: potency is read from the fitted curve at half-maximal effect; % is scaled to controls: 0 for no effect and ±100 for the full control effect; nearly all actives have a fitted effect of over 60% in size
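Nrf2 function is reported as luminescence of an ARE-controlled luciferase in A549 cells. Compounds were tested at several concentrations, and a CellTiter-Fluor read on the same wells flagged cytotoxicity.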
HepG2 tox: counter-screen for TGF-b inhibitors: cytotoxicity in HepG2 cells | 410,000 compounds, 0.76% hits | HepG2 CAGA-GFP viability, ATP luminescence, 18 h | Potency, µM (titrated, usually from 46.1 µM), without a hit: at the highest dose activity change, negative = cytotoxicity, actives largely listed as cytotoxic; also: potency is read from the fitted curve at half-maximal effect; some results filed as inactive show a strong effect at the top dose
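CellTiter-Glo luminescence gave cytotoxicity after 18 hours at 37 degrees C. The cells were HepG2 CAGA-GFP in 1% FBS DMEM, stimulated with 500 pg/mL TGF-beta after compound addition. %Activity was normalised to no-cell wells (complete cell-killing) and DMSO (no toxicity), and curves were fitted and classified.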
S2 tox: reduces viability in counter-screen for ATXN expression inhibitors | S2 cells (HEK-293 line with an ATXN2-luciferase reporter) viability, CellTiter-Fluor protease fluorescence, 24 h | Potency, µM (series often up to 56.7 µM), actives largely listed as cytotoxic | 400,000 compounds, 0.49% hits | AID 651635; also: potency is read from the fitted curve at half-maximal effect; nearly all actives have a fitted effect of over 40% in size
ATXN2 expr inh: ATXN2 expression inhibition. 360,000 compounds, 0.72% hits. Potency, µM (titrated, usually from 57 µM), inactives show top-dose activity change, negative = inhibition, usual class: inhibitors. HEK-293 ATXN2-luciferase reporter, luminescence, 24 h; also: potency is read from the fitted curve at half-maximal effect; % is scaled to controls: 0 for no effect and ±100 for the full control effect; nearly all actives have a fitted effect of over 55% in size
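qHTS (up to 57 uM final) was run with 24 h compound exposure of reporter cells at 37 °C. Each well was multiplexed: SteadyGlo luminescence measured ATXN2-luciferase expression after a fluorogenic Gly-Phe-AFC viability readout (25 uM final).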
IL1B secr inh: inhibitors of inflammasome signaling (IL-1 beta secretion); 360,000 compounds, 4.7% hits; THP-1 LPS/ATP IL-1B secretion, AlphaLISA, 16 h; active compounds read low; AID 743279; activity change, % at 57.5 µM; in the data active = activity change below about -50%; inconclusive = mostly about -30% to -49%; also: % is scaled to controls: 0 for no effect and ±100 for the full control effect
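Secreted IL-1B measured by AlphaLISA bead assay after 16 h compound exposure of THP-1 cells; compounds (final up to 57.5 uM) added 1 h before LPS (250 ng/mL) and ATP (1.25 mM) stimulation; lower signal means less secretion.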
A549 viability: kills or reduces viability of A549 cells in Nrf2 counter-screen; A549 ARE-Fluc cells, CellTiter-Fluor viability, 18-24 h; AID 504648; Potency, µM (doses to about 46 µM), for the others: at the top dose activity change, negative = cytotoxicity, most hits filed as inhibitors; 390,000 compounds, 0.16% hits; also: potency is read from the fitted curve at half-maximal effect; % is scaled to controls: 0 for no effect and ±100 for the full control effect
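Cytotoxicity counterscreen: CellTiter-Fluor fluorescence was measured in A549 ARE_Fluc cells after 18-24 h of compound exposure in a concentration series. The subsequent BugLite luminescent read reports ARE-luciferase activity.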
TGFb SMAD3 inh: inhibitors of TGF-b signaling; HepG2 CAGA-GFP TGF-b/SMAD3 reporter, GFP fluorescence, 18 h; TGF-beta stimulated, 500 pg/mL final; Potency, µM (top dose mostly 46.1 µM), inactives show at the highest dose activity, negative = inhibition, most hits filed as inhibitors; 410,000 compounds, 1.2% hits; AID 588855; also: potency is read from the fitted curve at half-maximal effect; % is scaled to controls: 0 for no effect and ±100 for the full control effect; nearly all actives have a fitted effect of over 65% in size
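GFP signal (ex488/em500-530) from TGF-beta-stimulated HEPG2 CAGA-GFP cells, 500 pg/mL final, 18 h at 37 degrees C in DMEM plus 1% FBS, normalized to unstimulated and DMSO-stimulated controls.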
MCF10A rerep: induces DNA re-replication in MCF 10a normal breast cells. Potency, µM (series often up to 46.1 µM), inactives show at the highest dose activity, positive = re-replication, hits mostly activators. MCF 10A DNA re-replication, Hoechst nuclear intensity, 48 h. 350,000 compounds, 2.9% hits. AID 624296; also: potency is read from the fitted curve at half-maximal effect; % of control where 0% means no effect; nearly all actives have a fitted effect of over 50% in size
Nrf2 activator: Nrf2 pathway activation. AREc32 ARE-luciferase reporter (MCF7-derived line), luminescence, 24 h. AID 624171. Potency, µM (series often up to 46.1 µM), for the others: at the highest dose activation, usual class: activators. 410,000 compounds, 0.31% hits; also: potency is read from the fitted curve at half-maximal effect; % of control where 0% means no effect; nearly all actives have a fitted effect of over 65% in size
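AREc32_Fluc, 1000 cells/well, OPTI-MEM + 5% FBS, o/n 37 deg C 5% CO2; 23 nL cpd by pin tool, 24 hr; Steady-Glo 30 min RT, luminescence.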
An asterisk follows results filed as active; i = inactive; ? = inconclusive; / = not tested or not shown; [ ] = remark or other dose. Unless noted, calls follow the shape of the dose curve; as a rule, active = well fitted curve in the direction sought with a large enough effect; inconclusive = small, poorly fitted or top-dose-only effect, or another doubt; inactive = no such curve, though single readings can be large; an effect the other way counts as inactive or inconclusive.

1: CS(=O)(=O)Nc1ccc(C(=O)N2CCCCC2)cc1
2: CCC(=O)N(C)CCc1cc2c(c(OC)c1/C=N/NS(=O)(=O)c1ccc(C)cc1)OCO2
3: CN1C(c2ccc(F)cc2)=CS/C1=C(/C#N)c1nnc2n1-c1ccccc1SC2
4: Cc1ccc(C(CNS(=O)(=O)c2ccc([N+](=O)[O-])cc2)N2CCN(C)CC2)cc1 (stereo not given)
5: Cc1cccc(CCNS(=O)(=O)c2ccc(S(=O)(=O)N3CCCCC3)cc2)c1
6: COC(=O)C1CCN(CCCOc2ccc(CN3CCN(c4ccc([N+](=O)[O-])cc4)CC3)cc2)CC1
7: CCCNC(=O)NC(=O)CN1CCCC1c1ccc2c(c1)OCCO2 (stereo not given)
8: CN1CCN(C2CN(Cc3cn(Cc4ccccc4)nn3)S(=O)(=O)C2)CC1 (stereo not given)

compound no.	1	2	3	4	5	6	7	8
Nrf2 block	2%	-10%	-27%	-10%	-16%	-8%	?	/
HepG2 tox	3%	10%	-19%	-7%	11%	-4%	-7%	/
S2 tox	?	i	i	i	i	i	i	i
ATXN2 expr inh	-19%	4%	-16%	-38%	-10%	-27%	-23%	-1%
IL1B secr inh	0	-3	-69*	-12	-9	-20	-5	22
A549 viability	-7%	-18%	0%	18%	-4%	-15%	1%	/
TGFb SMAD3 inh	-2%	-2%	-2%	-30%	3%	-1%	-19%	/
MCF10A rerep	-2%	5%	14%	0%	2%	-3%	9%	/
Nrf2 activator	0.4%	-0.2%	0.3%	0.6%	-0.7%	1.9%	-0.8%	-0.6%

Three entries picked at random from those above, as already listed:
4: Cc1ccc(C(CNS(=O)(=O)c2ccc([N+](=O)[O-])cc2)N2CCN(C)CC2)cc1 (stereo not given)
6: COC(=O)C1CCN(CCCOc2ccc(CN3CCN(c4ccc([N+](=O)[O-])cc4)CC3)cc2)CC1
7: CCCNC(=O)NC(=O)CN1CCCC1c1ccc2c(c1)OCCO2 (stereo not given)

compound no.	4	6	7
Nrf2 block	-10%	-8%	?
HepG2 tox	-7%	-4%	-7%
S2 tox	i	i	i
ATXN2 expr inh	-38%	-27%	-23%
IL1B secr inh	-12	-20	-5
A549 viability	18%	-15%	1%
TGFb SMAD3 inh	-30%	-1%	-19%
MCF10A rerep	0%	-3%	9%
Nrf2 activator	0.6%	1.9%	-0.8%

Further structures:
9: CC(C)c1cc(=O)oc2c3c4c(cc12)CCCN4CCC3
10: COc1ccc(Cn2nnnc2C(c2ccc(N(C)C)cc2)N2CCC(C)CC2)cc1 (stereo not given)
11: COc1ccccc1N1CCN(C(=O)CSc2ncccc2-c2nc3ccccc3[nH]2)CC1
12: CN(CC(=O)Nc1cccc(F)c1)C(=O)Cn1c(=O)oc2ccccc21
13: CCc1ccccc1NC(=S)N(CCCN1CCN(C)CC1)Cc1cccs1
14: Cc1ccc(C)c(N2CCN(C(=O)CCNS(=O)(=O)c3ccc4c(c3)CCN4C(=O)C3CC3)CC2)c1
15: CN1CCCN(C(=O)c2ccc(Br)cc2)CC1
16: C=CCOc1ccc(/C=C/C(=O)OCC(=O)NCc2ccco2)cc1

compound no.	9	10	11	12	13	14	15	16
Nrf2 block	-16%	/	5%	5%	7%	/	-8%	-14%
HepG2 tox	-38%	0%	-19%	-2%	-24%	-21%	4%	0%
S2 tox	/	i	i	i	i	i	?	i
ATXN2 expr inh	-23%	1%	0%	3%	?	?	-5%	6%
IL1B secr inh	-28	-9	0	0	-21	/	19	3
A549 viability	?	-9%	-3%[1.84 µM]	-2%	5%	4%	5%	-9%
TGFb SMAD3 inh	-20%	-12%	-13%	5%	2%	-28%	9%	-7%
MCF10A rerep	?	12%	1%	-3%	-1%	/	0%	?
Nrf2 activator	-0.4%	6.6%	3.0%	0.2%	-0.3%	-1.1%	-0.8%	2.4%

17: CC(NC(=O)c1cccc(C(F)(F)F)c1)C1CCCO1 (stereo not given)
18: CC(C)c1onc(C(=O)N2CCCCC2C)c1[N+](=O)[O-] (stereo not given)
19: CC(C)Oc1ccc(C2CC(=O)N(c3ccc(N(C)C)cc3)C2=O)cc1 (stereo not given)
20: Cn1cc(-c2csc(C(O)c3ccccc3)n2)cn1 (stereo not given)
21: Brc1ccccc1-c1cnco1
22: O=C(Cc1ccc(Br)cc1)N1CCN(c2ccc(F)cc2)CC1
23: O=C(COc1ccc([N+](=O)[O-])cc1)N1CCN(c2nnc(-c3ccccc3)c3ccccc23)CC1
24: CCOC(=O)c1oc2ccc(S(=O)(=O)n3nc(-c4cc(OC)cc(OC)c4)cc3N)cc2c1C

compound no.	17	18	19	20	21	22	23	24
Nrf2 block	/	-11%	10%	/	10%	-11%	23µM*	-8%
HepG2 tox	-8%	6%	5%	-2%	-1%	-10%	1%	-15%
S2 tox	i	i	i	i	i	i	i	i
ATXN2 expr inh	1%	5%	4%	0%	10%	-13%	/	-7%
IL1B secr inh	11	5	0	45	15	-1	10	/
A549 viability	0%	-13%	-2%	/	-4%	-7%	-10%	-5%
TGFb SMAD3 inh	-13%	1%	?	-1%	7%	-2%	-8%	-14%
MCF10A rerep	-20%	2%	0%	/	0%	-3%	6%	/
Nrf2 activator	-0.8%	9.2%	0.3%	4.6%	-0.3%	2.2%	-0.1%	-0.8%

25: O=C(CSc1oc(-c2ccccc2)nc1S(=O)(=O)c1ccccc1)NCC1CCCO1 (stereo not given)
26: Cc1cccc(NCC(=O)N/N=C\c2ccc[nH]2)c1
27: O=S(=O)(NCCCc1ccccc1)c1cccc2nsnc12
28: COc1ccc(N(C)S(=O)(=O)c2cccc(C(=O)Nc3nnc(C)s3)c2)cc1
29: O=C(NCc1cc(C(F)(F)F)cc(C(F)(F)F)c1)C12CN(Cc3ccccc3)CC1C(c1cccc([N+](=O)[O-])c1)=NO2 (stereo not given)
30: COc1ccc(-c2csc(C(C)(O)c3ccccc3)n2)cc1OC (stereo not given)
31: Cc1cc(C(=O)N2CCCc3ccccc32)no1
32: CC(C)(O)CN(C(=O)c1ccc([N+](=O)[O-])cc1)C1CCCC1

compound no.	25	26	27	28	29	30	31	32
Nrf2 block	?	-11%	3%	-7%	0%	/	5%	4%
HepG2 tox	2%	-13%	9%	1%	-32%	0%	-3%	13%
S2 tox	i	i	i	i	i	i	i	i
ATXN2 expr inh	2%	10%	1%	-10%	4%	19%	12%	0%
IL1B secr inh	8	-7	-5	0	-23	-15	0	-3
A549 viability	-8%	-9%	10%	3%	3%	/	14%	1%
TGFb SMAD3 inh	-2%	19%	-12%	-12%	-9%	2%	4%	0%
MCF10A rerep	17%	18%	15%	?	?	/	15%	1%
Nrf2 activator	-0.6%	0.2%	-1.5%	-0.5%	7.4%	4.6%	-0.4%	-0.4%

33: CCOC(=O)N1CCC(NC(=O)c2ccc3c(c2)N(Cc2ccc(F)cc2)C(=O)c2ccccc2S3=O)CC1 (stereo not given)
34: COc1ccc(CN2CCN(C(=O)CCC(=O)Nc3nnc(CC(C)C)s3)CC2)cc1F
35: CCc1nnc2c3ccccc3nc(Nc3ccc(C(C)=O)cc3)n12
36: CC1(C)CC(=O)CC(=NCC(=O)O)C1
37: Cc1cc(/C=N/n2cnnc2)c(C)n1-c1cccc(Cl)c1
38: CC(=O)c1ccc(N(C(=O)CNC(=O)c2ccco2)C(C(=O)NC2CCCC2)c2cccnc2)cc1 (stereo not given)
39: CN(C(=O)COC(=O)c1cc2c(s1)CCCCC2)C1CCS(=O)(=O)C1 (stereo not given)
40: CCNC(=S)N/N=C/c1cc(C)n(-c2ccc(Cl)cc2)c1C

compound no.	33	34	35	36	37	38	39	40
Nrf2 block	-8%	?	-9%	-5%	/	2%	6%	?
HepG2 tox	-9%	-1%	2%	-3%	-26%	0%	-16%	6%
S2 tox	i	i	?	i	i	i	i	?
ATXN2 expr inh	-29%	/	-4%	3%	-6%	-8%	5%	29%
IL1B secr inh	/	9	/	-14	-1	-3	-26	?
A549 viability	-10%	-2%	0%	3%	1%	2%	-2%	-8%
TGFb SMAD3 inh	?	-1%	-1%	10%	-14%	?	6%	-8%
MCF10A rerep	/	-9%	/	3%	4%	-5%	-1%	?
Nrf2 activator	-0.9%	0.6%	0.2%	0.2%	4.6%	-0.6%	-0.3%	5.7%

41: N#Cc1ccccc1OCC(=O)Nc1c(C(=O)C2CC2)oc2ccccc12
42: CCC(C)C(NC(=O)OC(C)(C)C)C(=O)NC(C(=O)NC(C)C(N)=O)C(C)C (stereo not given)
43: Cc1ccc(NC(=O)c2cccc(N3CCCS3(=O)=O)c2)cc1
44: OCCOCCn1c(-c2ccccc2)nc(=S)c2c1CCCC2
45: O/N=C(\C[n+]1ccccc1)c1ccc(Br)cc1
46: COc1ccc(NC(=O)C2CCN(S(=O)(=O)c3cccc4nonc34)CC2)cc1OC
47: COc1cc(N)c2ncccc2c1SC
48: COc1ccc(N2C(=O)CC(NC34CC5CC(CC(C5)C3)C4)C2=O)c(OC)c1 (stereo not given)
49: COc1ccc(NC(=O)COC(=O)/C=C/c2ccccc2[N+](=O)[O-])cc1

compound no.	41	42	43	44	45	46	47	48	49
Nrf2 block	4%	-16%	?	11%	3.7µM*	0%	/	-1%	3%
HepG2 tox	-26%	28%	-15%	-6%	-1%	-7%	-1%	3%	-34%
S2 tox	?	i	i	i	i	i	i	i	i
ATXN2 expr inh	?	/	3%	-4%	1%	3%	/	1%	-6%
IL1B secr inh	-3	9	/	16	10	17	-13	8	15
A549 viability	-12%	-7%	-1%	-2%	-17%	-4%	/	-13%	6%
TGFb SMAD3 inh	-9%	-4%	-11%	4%	0%	7%	19%	-2%	2%
MCF10A rerep	13%	3%	/	-3%	9%	-29%	/	-1%	-2%
Nrf2 activator	0.0%	0.3%	3.6%	4.8%	2.0%	0.2%	0.7%	-0.1%	3.4%
